From PubChem BioAssay
B2AR arrestin = agonists driving beta-arrestin recruitment to human beta2-adrenergic receptor | P07550 | AID 492947 | 0.02% of 330,000 active | Potency, µM (doses to about 46.1 µM), for the others: at the top dose activation, hits mostly activators | beta-arrestin recruitment to beta2AR, cell-based reporter;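 also: potency is read from the fitted curve at half-maximal effect; 0% = DMSO controls and full agonism = EC100 isoproterenol or metaproterenol; nearly all actives have a fitted effect of over 65% in size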
KCNH2 3.1 block = KCNH2 3.1 (human) potassium channel inhibition. U2OS KCNH2 3.1, thallium flux FluxOr; active compounds read low. activity change, % (tested at about 1.8 µM). 0.95% of 340,000 active;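 active = maximum activity change below -70%; inconclusive = maximum activity change from -70% to -50%; inactive = maximum activity change above -50%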;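 also: thallium influx rate constant from kinetic fluorescence after stimulation buffer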
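Steps: virus added to U2OS suspension (4 h, RT, dark); medium with 10% FBS added, cells plated, 37 C overnight; FluxOr/Red40 loading buffer 45 min RT; stimulation buffer, 2 min kinetic read; rate constant normalized.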
KCNH2 WT inh = KCNH2 (human, wildtype) channel inhibition | Q12809 | U2OS, BacMam KCNH2, thallium flux FluxOr; active compounds read low | activity change, % at 1.84 µM | 0.37% of 340,000 active;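 active = maximum activity change below -70%; inconclusive = maximum activity change between -70% and -50%; inactive = maximum activity change above -50%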
Target sequence (Q12809 whole entry, looked up): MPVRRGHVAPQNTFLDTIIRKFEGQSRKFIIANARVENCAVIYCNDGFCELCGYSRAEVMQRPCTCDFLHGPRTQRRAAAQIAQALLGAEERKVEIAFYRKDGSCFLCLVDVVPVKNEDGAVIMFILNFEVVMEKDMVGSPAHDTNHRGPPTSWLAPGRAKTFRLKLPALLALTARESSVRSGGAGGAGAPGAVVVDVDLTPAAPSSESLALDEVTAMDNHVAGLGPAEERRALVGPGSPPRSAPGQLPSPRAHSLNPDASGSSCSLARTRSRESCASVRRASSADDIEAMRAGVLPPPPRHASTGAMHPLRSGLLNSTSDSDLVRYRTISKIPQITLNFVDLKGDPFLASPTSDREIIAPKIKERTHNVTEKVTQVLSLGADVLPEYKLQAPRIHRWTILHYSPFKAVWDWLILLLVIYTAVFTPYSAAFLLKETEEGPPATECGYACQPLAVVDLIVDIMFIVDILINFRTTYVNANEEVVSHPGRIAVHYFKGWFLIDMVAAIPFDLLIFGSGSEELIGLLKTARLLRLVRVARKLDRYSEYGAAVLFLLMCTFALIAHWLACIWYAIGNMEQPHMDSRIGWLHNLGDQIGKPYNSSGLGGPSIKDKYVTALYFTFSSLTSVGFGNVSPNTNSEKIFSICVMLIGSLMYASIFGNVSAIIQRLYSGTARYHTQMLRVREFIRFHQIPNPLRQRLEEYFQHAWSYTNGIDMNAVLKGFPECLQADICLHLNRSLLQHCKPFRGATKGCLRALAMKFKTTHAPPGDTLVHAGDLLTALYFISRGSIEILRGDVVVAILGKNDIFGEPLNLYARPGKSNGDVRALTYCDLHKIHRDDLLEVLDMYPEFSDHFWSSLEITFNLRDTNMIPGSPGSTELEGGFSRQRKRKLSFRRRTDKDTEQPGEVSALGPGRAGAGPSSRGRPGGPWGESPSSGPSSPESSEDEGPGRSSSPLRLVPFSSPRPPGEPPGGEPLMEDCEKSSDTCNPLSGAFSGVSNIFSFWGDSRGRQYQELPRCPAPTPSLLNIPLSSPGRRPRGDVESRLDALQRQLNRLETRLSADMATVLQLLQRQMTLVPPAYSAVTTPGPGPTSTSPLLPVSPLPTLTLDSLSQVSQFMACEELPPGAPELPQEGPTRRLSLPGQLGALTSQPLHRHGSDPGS
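U2OS cells were transduced with wild-type KCNH2 virus (2.03 x 10^8 / mL) for 4 h at room temperature, then cultured overnight at 37 C. Thallium flux was read with FluxOr dye. Rate constants were normalized to DMSO controls.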
GALK inh = blocks human galactokinase activity | P51570 | Purified GALK, Kinase-Glo residual ATP luminescence | Potency, µM (series often up to 57.5 µM), inactives show at the top dose activity change, negative = inhibition, actives largely listed as inhibitors | 0.007% of 270,000 active; also: potency is read from the fitted curve at half-maximal effect
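GALK at 5 nM final was combined with compound, 35 uM ATP and 100 uM galactose in HEPES pH8.0 with MgCl2 and DTT. The reaction ran one hour at room temperature before luminescent ATP detection.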
uPA generation = inhibitors of cell surface uPA generation. 0.31% of 330,000 active. AID 540303. Potency, µM (top dose mostly 38.3 µM), inactives show at the top dose activity change, negative = inhibition, most hits filed as inhibitors. cell surface uPA generation assay, qHTS; active = well fitted inhibition curve with a large enough effect; inconclusive = small, poorly fitted or top-dose-only effect; inactive = no such curve, though single readings can be large or run the other way; tested in mouse RAW 264.7 cells; also: potency is read from the fitted curve at half-maximal effect; nearly all actives have a fitted effect of over 55% in size
USP2a inh = inhibitors of human ubiquitin-specific protease USP2a. 0.01% of 330,000 active. Potency, µM (highest dose often 38.3 µM), inactives show top-dose activity change, negative = inhibition, hits mostly inhibitors. O75604. USP2 core, Ub-CHOP2 coupled fluorogenic reporter, 485/531;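 also: potency is read from the fitted curve at half-maximal effect; plate controls were DMSO wells for no effect and full inhibition by NEM control for full effect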
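USP2 core (10nM final) preincubated 30min RT with compound in 20mM Tris-HCl pH 8.0, 2mM CaCl2, 2mM beta-mercaptoethanol, 0.05% CHAPS; 25nM Ub-CHOP2 plus 25nM reporter substrate added, fluorescence (Ex485/Em531) read after 60min.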
FBPA coupling cs = inhibits coupling enzyme system, counter-screen for aldolase hits; coupling enzyme system counterscreen, AmpLite Red fluorescence; 0.67% of 290,000 active; activity change, negative = inhibition, % at 58.2 µM, hits read low; AID 2472; in the data active = activity change below about -30%
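First, compound is pin-transferred into glyceraldehyde-3-phosphate coupling-enzyme reagent at 57.5 uM final and held 10 min at RT. Next, substrate, coupling system and AmpLite Red are added. After 20 min RT, fluorescence (525/598 nm) is read.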
BCR signal inh = chronic active BCR signaling inhibition; ABC-DLBCL IkBa-CBG/CBR reporter, luminescence ratio, 4 h; Potency, µM (titrated, usually from 46.1 µM), for inactives: at the top dose ratio change, negative = lower green/red ratio, most hits filed as inhibitors; 0.05% of 340,000 active; AID 493014; active = well fitted inhibition curve with a large enough effect in the signal ratio, with a control signal flat, not every such curve was filed as active; inconclusive = small, poorly fitted or top-dose-only effect, or effect the other way, or a change in a side signal; the % refers to the signal ratio;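 also: potency is read from the fitted curve at half-maximal effect; plate controls were basal doxycycline-induced cells for no effect and cells given 10 µM MG132 for full effect; MG132 reads +100%, hits lower the ratio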
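Compounds up to 46 uM were incubated four hours with TMD8 cells whose green CBG68 luciferase is fused to IkappaBalpha; red CBR luminescence normalised the signal, and concentration-effect curves were fitted to fusion, red and ratio data.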
Eya2 inh = Eya2 (human) phosphatase inhibition; Potency, µM (highest dose often 76.9 µM), for inactives: top-dose activity, negative = inhibition, usual class: inhibitors; 0.006% of 330,000 active; O00167; recombinant Eya2, OMFP fluorescence dephosphorylation (OMFP is methylfluorescein phosphate); AID 488837; also: potency is read from the fitted curve at half-maximal effect
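Eya2 protein (added as 0.2 uM solution) was preincubated with compound for 10 min at ambient temperature in 50 mM HEPES pH 7.5, 50 mM NaCl, 5 uM MgCl2, 0.05% BSA, 1 mM DTT. OMFP (added at 50 uM) then reacted 10 min; fluorescence read at 485/525 nm.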
Giardia killer = Giardia lamblia killing; Giardia lamblia trophozoite viability; activity change, % at 7.66 µM, hits read low; 0.15% of 340,000 active; AID 540267; in the data active = activity change below about -80%; inconclusive = between about -30% and that limit;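 also: parasites exposed to compound for two days anaerobically before the ATP read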
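Viability, read as ATP luminescence: trophozoites at 100 cells/well, compound added, 48 hrs anaerobic at 37 deg C, then 15-30 min room-temperature development before reading.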
PKM2 act = activators of human pyruvate kinase M2. P14618. purified PKM2, Kinase-Glo ATP luminescence, activation; response scale: 0% is enzyme alone, no compound. Potency, µM (titrated, usually from 57.5 µM), without a hit: at the highest dose activation, actives largely listed as activators. 0.34% of 260,000 active; also: potency is read from the fitted curve at half-maximal effect; nearly all actives have a fitted effect of over 55% in size
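Kinase-Glo luminescence reports ATP generated from ADP (0.1 mM) and PEP (0.5 mM) by purified hPK-M2 after 1 h at room temperature, pH 7.2 imidazole buffer; intermediate enzyme activity allows detecting inhibitors and activators.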
* hit, by the source's call; ? = inconclusive; · = not tested or not shown; [ ] = remark or other dose. Unless noted, calls follow the shape of the dose curve; as a rule, active = well fitted curve in the direction sought with a large enough effect; inconclusive = small, poorly fitted or top-dose-only effect, or another doubt; inactive = no such curve, though single readings can be large; an effect the other way counts as inactive or inconclusive. Unless noted, % is scaled to controls: 0 for no effect and ±100 for the full control effect.

The line under a structure holds: B2AR arrestin	KCNH2 3.1 block	KCNH2 WT inh	GALK inh	uPA generation	USP2a inh	FBPA coupling cs	BCR signal inh	Eya2 inh	Giardia killer	PKM2 act
1) CC(C)CC(NC(N)=O)C(=O)Nc1ccc(Cl)c(Cl)c1 (stereo not given)
  0.1%	0	-8	1%	-3%	2%	2	5%	2%	-2	-2%
2) O=C(COC(=O)c1n[nH]c2ccccc12)Nc1ccc(Cl)cc1[N+](=O)[O-]
  0.4%	15	-2	-4%	2%	8%	0	0%	-23%	-13	2%
3) CC(=O)c1cnc2sccn2c1=O
  -0.4%	33	-1	5%	2%	0%	6	19%	-4%	-11	15%
4) Cc1ccc(-c2nnc(N3CCN(C(=O)COc4cccc(C)c4)CC3)c3ccccc23)cc1
  -0.5%	-2	1	-4%	3%	-2%	3	-9%	-1%	0	3%
5) CC(C)NC(=O)C1CC(=O)N(c2ccc(F)c(Cl)c2)C1 (stereo not given)
  -0.1%	-2	2	0%	4%	4%	4	2%	4%	-1	-2%
6) O=C(c1ccc2c(c1)OCO2)N1CCC2(CC1)Oc1ccc(F)cc1C(=O)C21CC(c2ccc(Cl)cc2)=NO1 (stereo not given)
  -0.1%	-8	-8	4%	-7%	1%	0	-9%	-3%	-8	-5%
7) Cc1c(CC(=O)O)c(=O)oc2cc3occ(-c4ccccc4)c3cc12
  -0.5%	7	-21	-3%	?	3%	12	7%	-5%	4	·
8) CC(C)c1ccc(/C=C2\SC(=O)N(CC(=O)NCCCn3ccnc3)C2=O)cc1
  -0.4%	6	19	-2%	?	0%	2	0%	8%	-29	·
9) O=C1CCCC/C1=C\Nc1ccc(O)cc1
  -0.2%	3	-11	0%	·	1%	-68*	0%	-2%	-2	-18%
10) COCC(C)NC(=O)CCSc1nc(-c2ccc(OC)cc2)cc(C(F)(F)F)n1 (stereo not given)
  14%	3	-1	0%	1%	-1%	-12	-8%	-6%	1	5%
11) CSc1nc2c(c(=O)[nH]1)C(c1ccncc1)C(C(=O)OC(C)C)=C(C)N2 (stereo not given)
  -1.5%	19	0	-3%	-2%	-10%	5	-5%	-21%	39[activator]	1%
12) COc1ccc(N/C=C2\CCOC2=O)cc1
  -1.1%	8	-8	-5%	·	1%	-2	1%	20%	5	-2%
13) Cn1cnnc1SCC(=O)NCc1cccc(C(F)(F)F)c1
  0.0%	2	1	1%	-5%	2%	5	1%	3%	0	6%
14) O=C1CCC([N+](=O)[O-])C(c2cccc3ccccc23)N1 (stereo not given)
  -0.5%	-9	2	8%	1%	1%	-1	-5%	-6%	6	-6%
15) COC(=O)c1cn(CCOc2ccccc2F)c2ccccc12
  -0.1%	9	-6	-1%	-6%	3%	-4	?	-14%	-2	-1%
16) CCN(CC(=O)NCc1ccc(F)cc1)C(=O)c1cccnc1SC
  -1.0%	-4	-6	16%	0%	-1%	4	1%	-6%	8	0%
17) CCOC(=O)C(=CNc1ccc(NC2=NCC(C)(C)S2)cc1)C(=O)OCC
  -1.4%	-7	10	-3%	0%	2%	5	?	0%	46[activator]	3%
18) COC(=O)COc1ccc(C2NC(=O)NC(c3ccccc3)=C2C(C)=O)cc1OC (stereo not given)
  -0.1%	10	-3	-1%	1%	1%	-4	3%	7%	-7	-6%
19) C[C@@H](C(=O)NC1CCCC1)N1C(=O)N2CCc3c([nH]c4ccccc34)[C@@]2(C)C1=O
  -0.2%	12	-3	·	-4%	4%	1	-25%	-10%	5	-1%
20) O=C1NC2(CCCCCC2)N=C1c1ccc(Br)cc1
  0.0%	28	-16	4%	8%	-1%	-3	-6%	3%	-15	-2%
21) CC(=O)c1cccc(NC(=O)CCOc2ccccc2)c1
  -0.1%	0	13	-2%	-3%	1%	2	-1%	4%	2	0%
22) COc1ccc(CCNC(=O)C(=O)NCCC2CCCCN2S(=O)(=O)c2ccccc2)cc1 (stereo not given)
  0.0%	-22	11	·	-4%	0%	·	0%	0%	6	·
23) Cc1ccc(CNS(=O)(=O)c2c(C)n(C)c(=O)n(C)c2=O)cc1
  0.1%	-25	-9	1%	-4%	8%	2	2%	-3%	9	0%
24) CCNc1cc(Cl)nc(SC)n1
  -0.4%	9	-7	-3%	-7%	2%	0	?	3%	5	-1%
25) Cc1ccc(CNC(=O)C2CCC(=O)N(CCc3ccc(Cl)cc3)C2)s1 (stereo not given)
  -0.2%	·	3	-3%	-5%	2%	·	1%	5%	3	-9%
26) O=C(Nc1nc(NC(=O)c2ccco2)n(-c2ccccc2)n1)c1ccccc1
  0.1%	-14	-10	3%	?	-1%	4	-23%	17%	-3	1%
27) Nc1nc(SCC(=O)NCCc2ccccc2)[nH]c(=O)c1-c1ccccc1
  0.2%	·	·	1%	·	-1%	-2	6%	5%	·	1%
28) Cc1cc2c(c(N)n1)c(=O)oc1ccccc12
  -0.1%	-2	0	4%	-8%	1%	4	?	11%	-8	-6%
29) COCCCNC(=O)c1ccc(N(C)S(=O)(=O)c2ccc(OC)cc2)cc1
  -0.1%	-1	3	-1%	0%	3%	0	4%	-17%	17	6%
30) O=C(c1ccc(NS(=O)(=O)c2ccccc2)cc1)N1CCCC1
  0.0%	-7	12	-1%	6%	-1%	3	?	0%	-5	15%
31) CC(=O)NC(C(=O)N1CCC(c2nc3ccccc3s2)CC1)C(C)C (stereo not given)
  0.1%	-7	-1	6%	9%	1%	1	0%	8%	17	2%
32) CC1=C(C(=O)N2CCCC(C(=O)c3cccc(C(F)(F)F)c3)C2)OCCO1 (stereo not given)
  -0.1%	9	5	0%	-13%	2%	-1	-12%	-7%	-25	-3%
33) O=C(Cc1c(C(=O)O)[nH]c2ccccc12)Nc1ccc2c(c1)OCO2
  -0.5%	-11	-1	4%	5%	1%	5	1%	8%	-11	-2%
34) CC(=O)c1nn(-c2ccccc2)cc1C(=O)c1ccc(Br)cc1
  -1.0%	-23	-4	0%	2%	1%	2	0%	1%	23	0%
35) O=C1OCc2cc(-n3cccc3)ccc21
  0.3%	5	-2	1%	-7%	0%	-1	0%	-7%	19	8%
36) CC1(C)CN(c2ccc(N3CC(C)(C)C3=O)cc2)C1=O
  0.4%	0	-8	11%	-9%	4%	0	-9%	-7%	-21	-4%
37) COc1ccc(S(=O)(=O)N2CCOC23CCN(C(=O)c2ccccc2Br)CC3)cc1
  0.2%	1	3	-1%	-8%	0%	·	-7%	-2%	7	·
38) COc1ccc(S(=O)(=O)NC(C)C(=O)NCc2ccncc2)cc1Cl (stereo not given)
  -0.4%	-2	-1	5%	2%	0%	0	0%	6%	-29	0%
39) O=C(CSc1nnc(Cc2ccccc2)o1)NCc1ccc2c(c1)OCO2
  -1.2%	15	0	10%	4%	3%	1	-1%	-8%	-1	0%
40) C=CCSc1nnc(NC(=O)c2ccc(S(=O)(=O)NCC3CCCO3)cc2)s1 (stereo not given)
  -0.1%	7	-12	-1%	·	-1%	9	12%	-13%	1	-1%
41) COc1ccc(S(=O)(=O)N(CCC#N)Cc2ccco2)cc1OC
  -0.6%	28	3	·	-8%	2%	2	?	11%	-18	-30%
42) COC(=O)C1=C(C(=O)OC)SC(=C2C(=S)C(C)(C)N(C(=O)CC(C)C)c3ccccc32)S1
  -0.4%	-10	-9	0%	·	-2%	4	14%	3%	-5	12%
43) COc1ccc(-c2c(C)oc3c(CN4CCCC(C)C4)c(O)ccc3c2=O)cc1OC (stereo not given)
  -0.6%	-14	-2	2%	-3%	-1%	2	4%	?	1	·
44) CC(C)CCNc1cc(=O)n(C)c(=O)n1C
  -0.1%	-3	1	0%	1%	1%	-3	0%	-12%	-19	-2%

Part of the list above, showing only FBPA coupling cs and uPA generation:
| No. | SMILES | FBPA coupling cs | uPA generation |
| --- | --- | --- | --- |
| 38 | COc1ccc(S(=O)(=O)NC(C)C(=O)NCc2ccncc2)cc1Cl (stereo not given) | 0 | 2% |
| 36 | CC1(C)CN(c2ccc(N3CC(C)(C)C3=O)cc2)C1=O | 0 | -9% |
